COUP-TFII inh – inhibitors of human COUP-TFII (NR2F2). P24468. HEK293T NGFI-A luciferase reporter, luminescence. inhibition, % at 8.6 µM. 0.7% of 370,000 active. AID 686940;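 active means inhibition above a per-plate cutoff, mean inhibition of test wells between control levels plus 3 SD, cut at about 38% in these data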;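 further: cells cotransfected with COUP-TFII expression vector driving the NGFI-A reporter; 0% = median of COUP-TF2 test wells and 100% = reporter-only cells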
SRC1 inh – inhibitors of human steroid receptor coactivator 1 (SRC1); Q15788; HEK293 GAL4-SRC1 luciferase reporter, luminescence; inhibition, % at 3.6 µM; 0.12% of 360,000 active; AID 588354;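 active means inhibition above the campaign mean plus 3 SD, with each screening campaign given its own cutoff, cut at about 60% in these data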;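 further: 0% = DMSO treated cells and 100% = gossypol at 36 µM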
Target sequence (Q15788 whole entry, looked up, the tested form may be a part): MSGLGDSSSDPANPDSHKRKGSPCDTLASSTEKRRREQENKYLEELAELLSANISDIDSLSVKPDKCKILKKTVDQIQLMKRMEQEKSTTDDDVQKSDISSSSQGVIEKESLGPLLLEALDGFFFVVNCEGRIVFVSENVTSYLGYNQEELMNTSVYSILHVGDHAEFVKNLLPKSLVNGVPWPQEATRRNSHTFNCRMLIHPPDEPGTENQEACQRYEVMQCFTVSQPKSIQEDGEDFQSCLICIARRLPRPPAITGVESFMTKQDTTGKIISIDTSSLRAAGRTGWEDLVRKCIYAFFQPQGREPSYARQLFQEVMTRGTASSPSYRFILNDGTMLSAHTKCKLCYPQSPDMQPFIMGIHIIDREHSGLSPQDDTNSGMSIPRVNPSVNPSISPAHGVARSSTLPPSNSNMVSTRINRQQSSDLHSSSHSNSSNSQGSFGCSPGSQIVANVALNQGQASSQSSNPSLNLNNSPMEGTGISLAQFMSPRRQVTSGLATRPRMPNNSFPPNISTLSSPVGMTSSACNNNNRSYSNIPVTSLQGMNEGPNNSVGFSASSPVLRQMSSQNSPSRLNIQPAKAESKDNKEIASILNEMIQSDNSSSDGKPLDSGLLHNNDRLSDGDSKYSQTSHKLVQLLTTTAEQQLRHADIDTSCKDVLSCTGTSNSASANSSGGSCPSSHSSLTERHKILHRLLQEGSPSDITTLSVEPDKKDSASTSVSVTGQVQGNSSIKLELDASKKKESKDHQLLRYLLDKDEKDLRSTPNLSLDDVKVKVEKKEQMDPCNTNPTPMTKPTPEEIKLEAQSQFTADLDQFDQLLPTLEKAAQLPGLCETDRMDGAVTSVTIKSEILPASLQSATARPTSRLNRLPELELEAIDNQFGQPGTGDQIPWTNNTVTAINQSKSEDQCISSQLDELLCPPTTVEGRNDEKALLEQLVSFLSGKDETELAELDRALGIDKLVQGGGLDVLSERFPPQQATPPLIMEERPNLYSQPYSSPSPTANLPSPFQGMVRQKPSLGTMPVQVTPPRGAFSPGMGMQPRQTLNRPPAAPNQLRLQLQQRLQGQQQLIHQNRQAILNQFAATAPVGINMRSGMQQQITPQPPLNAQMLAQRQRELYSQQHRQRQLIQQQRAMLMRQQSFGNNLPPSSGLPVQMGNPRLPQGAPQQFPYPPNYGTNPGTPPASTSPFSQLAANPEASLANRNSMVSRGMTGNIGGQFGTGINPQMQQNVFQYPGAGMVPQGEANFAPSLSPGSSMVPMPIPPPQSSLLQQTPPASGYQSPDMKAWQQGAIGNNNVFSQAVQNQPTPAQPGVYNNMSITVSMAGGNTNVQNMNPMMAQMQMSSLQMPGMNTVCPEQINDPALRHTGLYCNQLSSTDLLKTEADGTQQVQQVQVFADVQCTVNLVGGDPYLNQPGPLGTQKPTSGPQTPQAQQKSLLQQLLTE
SRC2 inh – inhibits human steroid receptor coactivator 2 | Q15596 | HEK293 GAL4-SRC2 luciferase reporter, luminescence | inhibition, % at 9 µM | 0.17% of 370,000 active;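 active means inhibition above the mean inhibition of all tested compounds plus 3 SD, set per campaign, cut at about 52% in these data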;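 further: 0% = DMSO treated cells and 100% = cells given Gossypol at 36 µM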
EBV LMP1 NFkB – inhibitors of Epstein-Barr LMP1-induced NF-kappaB reporter; LMP1-induced NF-kappaB luciferase reporter cells, luminescence; inhibition, % at 12.5 µM; 0.69% of 350,000 active; AID 504558; in the data active means inhibition above about 41%;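 further: 0% = neutral control wells and 100% = reference inhibitor control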
MC4R antag cAMP – blocks human MC4R cAMP signaling; MC4R-expressing cells, MTII-stimulated cAMP, LANCE TR-FRET; 0.48% of 360,000 active; P32245; AID 540295; inhibition, % at 6.5 µM;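 active means inhibition above its plate's cutoff, the mean of tested wells on that plate plus 3 SD, cut at about 29% in these data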;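 further: 0% = Melanotan II alone and 100% = Melanotan II plus saturating MCL0020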
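Assay system: U2OS cells stably expressing human melanocortin 4 receptor (MC4R) / Dosing: 6.5 µM / Timing: compound 30 min, challenge 1 h, detection 1 h / Measured by: Eu-cAMP/anti-cAMP TR-FRET, emission 671 nm / Replicates: singlicate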
NOD2 RIPK2 PPI – blocks binding of human NOD2 to RIPK2; O43353; inhibition, % at 4.98 µM; 0.38% of 360,000 active; AID 624267; CHO BLA complementation NOD2-RIPK2, CCF4 ratio; in the data active means inhibition above about 21%;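 further: 0% = vehicle only and 100% = reference blocker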
ABHD5 PLIN5 PPI – blocks binding of human ABHD5 to perilipin-5 | 0.78% of 360,000 active | Split G. princeps luciferase complementation, luminescence, 4 h | inhibition, % at 4 µM;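 active means inhibition above the mean inhibition across every tested compound plus 3 SD, cut at about 22% in these data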;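 further: 0% = DMSO only wells and the 100% control is not disclosed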
NCOA3 inh – inhibits human SRC3 coactivator | HEK293 GAL4-SRC3 luciferase reporter, luminescence | 0.17% of 360,000 active | inhibition, % at 3.6 µM | Q9Y6Q9;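 active means inhibition above a per-campaign cutoff, the mean of all compounds plus 3 SD, cut at about 60% in these data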;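 further: 0% = DMSO-treated cells and 100% = gossypol-treated cells at 36 µM; higher means less SRC3-driven luciferase light from the GAL4 reporter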
TLR9-MyD88 inh – TLR9-MyD88 interaction inhibition; AID 504734; 0.21% of 340,000 active; CHO BLA complementation TLR9-MyD88, CCF4 FRET ratio; inhibition, % at 4.98 µM;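 active means inhibition above the mean over all tested compounds plus 3 SD, cut at about 21% in these data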;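 further: 0% = DMSO only wells and 100% = clavulanate BLA inhibitor control wells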
MC4R barr agon – agonists of human melanocortin 4 receptor (MC4R) beta-arrestin | U2OS MC4R beta-arrestin complementation, luminescence; percent of melanotan II response, DMSO zero | activation, % at 8.9 µM | 0.98% of 360,000 active;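 active means activation above a per-plate cutoff, the mean activation of sample wells on that plate plus 3 SD, cut at about 8% in these data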
LRH-1 inv ag – inverse agonists of human LRH-1 (NR5A2) | AID 602396 | HEK293T StAR-luciferase reporter, LRH-1 transfected, 24 h | O00482 | 0.13% of 360,000 active | inhibition, % at 3.6 µM;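 active means inhibition above the mean inhibition of all tested compounds plus 3 SD, cut at about 73% in these data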;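 further: 0% = DMSO wells and 100% = reporter-only cells lacking LRH-1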
Active calls of the source: *; . = not tested or not shown. Some of the compounds tested (hit frequency here may not be typical).

Value order – SRC1 inh	COUP-TFII inh	NOD2 RIPK2 PPI	LRH-1 inv ag	MC4R barr agon	ABHD5 PLIN5 PPI	NCOA3 inh	EBV LMP1 NFkB	MC4R antag cAMP	SRC2 inh	TLR9-MyD88 inh
> COc1ccc(C(C)NC(=O)c2ccccc2Br)cc1OC (stereo unspecified)
    6.0	13.2	-8.1	5.7	0.8	1.3	23.4	7.5	8.0	13.8	0.8
> CN(Cc1ccccc1)S(=O)(=O)c1ccc(NS(C)(=O)=O)cc1
    -4.1	-9.0	-9.1	1.3	-1.6	-12.8	16.4	-0.8	4.7	7.1	-2.1
> O=C(CSc1nnc(COc2cccc3cccnc23)o1)c1ccc(F)cc1
    2.4	29.0	-6.4	16.6	-1.9	-1.5	3.8	12.0	6.1	-2.8	-5.7
> CCCCCCCC[n+]1c(C)n(-c2ccccc2)c2ccc(NC(C)=O)cc21
    27.8	14.4	-5.7	25.6	-1.7	5.7	21.8	-1.2	7.5	-10.6	-1.4
> O=C1[C@H]2[C@@H](c3ccc(Cl)cc3)N3C(=O)N(c4cccc(F)c4)C(=O)[C@@]3(Cc3ccc(Cl)cc3)[C@H]2C(=O)N1C1CCCCC1
    -15.8	.	3.8	4.8	-0.4	7.2	-4.9	13.0	17.2	.	4.1
> CC(C)c1ccc(NC(=O)CCS(=O)(=O)c2cccc3nonc23)cc1
    -0.9	-14.7	0.0	10.8	-2.1	10.6	-5.7	-10.3	1.0	6.8	-3.4
> COc1ccc(NC(=O)C2CCCN(S(=O)(=O)c3c(C)n[nH]c3C)C2)cc1OC (stereo unspecified)
    0.7	7.5	-12.9	-0.3	-3.5	-0.7	7.2	-0.5	-3.6	-11.1	4.0
> O=C(NCc1cccnc1)C1CCCCN1S(=O)(=O)c1ccc(F)cc1 (stereo unspecified)
    10.9	-1.0	-7.1	-0.7	-1.4	3.5	11.4	-4.6	5.4	-5.4	8.3
> CC1(C(=O)NCCc2ccccc2)Cc2c(-c3ccc4c(c3)OCO4)ccnc2O1 (stereo unspecified)
    -42.4	16.9	1.0	24.6	-3.0	6.1	-9.3	.	-10.6	7.9	.
> Cc1c(C(=O)NCc2ccccn2)oc2c(Cl)cccc12
    -16.5	-9.4	-19.3	-22.8	2.8	9.6	-6.5	-0.6	-6.8	-28.1	7.7
> O=C(NNC(=O)c1ccccc1-n1cccc1)c1cccc(Cl)c1
    4.6	-11.8	-5.1	-10.0	0.8	13.6	-6.9	3.3	2.5	5.8	-20.8
> CCS(=O)(=O)N1Cc2ccccc2CC1C(=O)Nc1ccc(NC(C)=O)cc1 (stereo unspecified)
    -26.2	4.3	-1.9	-2.6	0.8	3.4	2.0	-2.3	0.6	19.5	-6.0
> COc1ccccc1CC(=O)NNC(=O)c1ccco1
    16.1	-13.0	-3.6	-22.2	1.4	-8.6	12.9	8.9	1.0	11.3	2.9
> CCOC(=O)C(=CNc1ccc(NC2=NCC(C)S2)cc1)C(=O)OCC (stereo unspecified)
    0.8	34.3	-14.2	60.5	-1.2	-0.2	41.7	22.6	0.5	30.3	-11.4
> O=C(Cc1ccc([N+](=O)[O-])cc1)NCC1CCCO1 (stereo unspecified)
    1.8	0.1	-7.8	8.6	-1.4	4.5	7.2	1.9	13.8	-1.6	-5.4
> Cc1cc(C)c(S(=O)(=O)N(C)CC(=O)NCc2ccncc2)c(C)c1
    -4.6	-16.9	-0.9	15.1	-0.3	7.3	20.8	-2.8	8.7	-11.6	-2.1
> CC1CCN(C(=O)COC(=O)c2ccccc2NCCO)CC1
    -23.9	-6.8	-3.7	-3.4	-0.7	-1.1	-35.5	-0.2	2.0	-26.5	5.8
> O=[N+]([O-])c1ccc(N2CCN(CC(O)COc3ccccc3)CC2)cc1 (stereo unspecified)
    0.4	-14.3	-13.5	20.8	2.4	10.4	16.8	0.7	-5.7	11.0	-3.4
> O=C(/C=C/c1ccccc1Cl)NCCN1CCOCC1
    -20.5	-3.1	-8.3	-0.7	-1.2	-1.9	-17.6	-18.6	17.6	-11.1	-5.0
> CCN(CC(=O)Nc1ccc(S(=O)(=O)N2CCCC2)cc1)CC(=O)Nc1cccc(OC)c1
    4.0	5.7	1.8	-6.5	-1.7	1.8	6.6	-9.6	8.3	9.8	1.3
> CCS(=O)(=O)N1CCC(N2CCC(C)CC2)CC1
    8.8	23.8	1.7	-2.1	-3.9	2.7	12.0	-0.7	-4.9	-13.6	-2.1
> CCc1ccc(Nc2nc(C)cc(C)n2)cc1
    -62.9	-24.2	-13.8	-63.3	0.6	0.1	-53.0	-27.9	4.2	-30.9	-9.8
> O=C(C1CCCN(S(=O)(=O)c2cccc3nonc23)C1)N1CCN(c2ccccc2)CC1 (stereo unspecified)
    -1.4	-0.9	-4.3	-3.4	0.7	6.8	-29.4	-20.5	3.1	-2.9	4.9
> Cc1cc(=O)n2[nH]cnc2n1
    -22.1	-1.0	7.5	3.4	-0.7	1.1	-11.8	6.2	9.8	-11.1	-6.8
> Cc1ccc(-c2cnc(C(O)c3cc(F)cc(Cl)c3)[nH]2)cc1 (stereo unspecified)
    3.7	1.7	-4.2	-20.9	-0.2	-6.3	11.8	.	10.0	-5.2	.
> O=C(NCc1ccccc1)C(c1ccncc1)n1c(=O)c(-c2ccccc2)nc2ccccc21 (stereo unspecified)
    .	8.5	-4.6	-31.4	.	0.4	.	.	.	-39.2	.
> Cc1cc(C(F)(F)F)n(-c2nc(C(=O)Nc3cccnc3)cs2)n1
    -30.7	-3.3	0.4	7.8	-1.9	3.5	7.5	1.1	8.0	-5.7	7.5
> O=C(Nc1cccnc1)c1ccc(NS(=O)(=O)c2cccc([N+](=O)[O-])c2)cc1
    5.6	4.5	9.0	13.0	-1.0	4.7	24.3	-0.2	-1.5	16.3	2.4
> Cc1cc(C)c(NC(=O)CSCc2c(C)noc2C)c(Cl)c1
    1.9	3.0	3.2	-1.2	0.3	4.0	1.0	-6.0	-0.6	-8.9	-3.5
> CCOC(=O)c1sc(NC(=O)CCCCl)nc1C
    -47.4	-2.6	-10.1	1.9	-0.3	3.0	11.7	-3.5	12.6	17.5	-3.5
> CC1=CC(C)(C)NC(=S)N1c1ccccc1
    -2.4	-3.3	-16.7	8.1	2.7	-2.6	-12.9	2.0	16.1	-6.8	-2.9
> CCCCN(C)C1CCN(C(=S)Nc2cccc(SC)c2)CC1
    7.5	-11.9	-4.0	3.0	-1.7	3.2	5.6	6.2	2.3	-8.1	1.2
> CCN1CCN(P2(=O)C=C(c3ccccc3)OC(c3ccccc3)=C2)CC1
    6.4	10.2	-5.6	23.6	0.1	-0.9	14.9	0.5	1.0	4.2	-3.2
> CN(C)c1ccnc(Oc2ccc(F)cc2)c1C#N
    -3.0	-18.5	-5.1	-11.2	1.8	-1.6	8.5	-2.5	7.7	-33.2	1.1
> CCC1=C2CC[C@H]3C(=O)N(C)C(=O)[C@H]3[C@H]2[C@@]2(Cc3ccccc3)C(=NCCOC)OC(=O)N2C1=O
    -11.4	1.6	2.8	-14.3	-0.5	7.2	-12.2	-6.6	-8.2	9.2	-0.5
> O=C(O)CCCNC(=O)c1ccccn1
    -1.7	3.6	-8.2	-21.8	-1.2	-0.5	12.6	4.2	18.6	-17.6	-0.9
> Cc1ccc(-c2[nH]c(=O)n3ccncc23)s1
    -19.3	8.9	-11.4	-13.9	-1.4	-0.1	-23.4	-1.9	-20.4	-25.9	2.0
> COc1ccc(C2=NCCn3nc4cc([N+](=O)[O-])ccc4c32)cc1
    -10.3	16.5	-3.9	-12.5	-2.0	7.4	-19.4	-0.7	4.3	9.0	-2.7
> COc1ccc(C(=O)/C=C(\C)Nc2ccc(NC(C)=O)cc2)cc1
    -1.2	-2.1	2.0	-21.8	0.5	5.5	2.0	-1.8	1.1	-9.0	0.4
> CS(=O)(=O)N(CC(=O)Nc1cccnc1)c1ccc2c(c1)OCO2
    1.6	-9.7	8.6	11.7	1.1	2.2	-23.4	-6.1	10.4	-17.2	8.6
> CNC(=O)C1CN(C(=O)c2cccc(S(=O)(=O)N3c4ccccc4CC3C)c2)c2ccccc2O1 (stereo unspecified)
    -24.8	-0.4	5.8	-0.7	0.5	3.5	14.6	7.6	13.2	-3.9	-7.4
> COc1ccc(S(=O)(=O)N2CCOCC2)cc1NC(=O)COC(=O)CCOc1ccc(C)cc1
    -4.9	15.5	3.3	15.7	-1.1	2.9	3.9	-1.4	-6.1	6.9	-6.0
> COC(=O)c1ccccc1NC(=O)c1ccccc1OC
    7.6	14.1	-4.7	-6.5	2.0	-4.5	-3.9	19.0	14.1	-9.2	-5.9
> CSCCC(NS(=O)(=O)c1ccc(C)cc1)C(=O)N1CCN(S(=O)(=O)c2ccc(F)cc2)CC1 (stereo unspecified)
    -5.2	-7.6	-10.1	11.1	0.4	-0.2	-6.7	-3.3	2.8	-33.6	0.4
> CCc1ccc(NC(=O)CSCCO)cc1
    -23.7	-17.1	-4.3	2.4	-1.0	3.7	3.7	-5.9	9.2	-34.7	-10.4
> COc1ccc(C)cc1Nc1nc(-c2c[nH]c3ccccc23)cs1
    7.4	11.5	-4.5	14.6	-2.1	-25.7	-2.1	-36.5	12.7	6.2	6.7
> Cc1cc(F)ccc1NCc1ccccc1[N+](=O)[O-]
    18.4	-5.7	-8.6	-5.7	-2.6	-1.4	24.3	-2.2	-11.5	18.2	.
> O=C(CSc1nnc(NC(=O)c2c(F)cccc2F)s1)NC1CCCC1
    -5.2	9.3	6.2	-10.6	-1.0	-1.5	1.9	-1.2	-0.7	-0.2	-11.2
> COc1ccc(S(=O)(=O)NCC2CCC(C(=O)O)CC2)cc1 (stereo unspecified)
    -7.7	0.9	-3.7	1.9	-0.3	-5.5	2.7	-0.6	-4.4	6.5	-12.2
> CCOC(=O)Cc1csc(NC(=O)c2cccc([N+](=O)[O-])c2)n1
    -21.4	13.8	-1.4	-5.8	-2.4	-12.0	-9.4	13.2	0.8	22.2	6.8
> Cc1nc2cc(NC(=O)Nc3cccc4ccccc34)ccc2n1C
    -72.6	-22.3	-6.0	-125.9	-1.1	0.9	-75.2	-22.1	2.4	-38.3	2.6
> CCOC(=O)C1C(=O)CC(C)(O)C(C(=O)OCC)C1c1cccc(OC)c1 (stereo unspecified)
    6.4	16.0	-2.4	-25.5	-2.6	3.9	-5.7	7.2	16.1	-6.7	-1.9

High-throughput results (PubChem BioAssay)
